# CDK5 inh – CDK5/p35 (human) kinase inhibition. Q00535+Q15078. Recombinant CDK5/p35, ADP-Glo luminescence, 60 min. inhibition, % at 10 µM. hit rate 0.01% among 330,000. AID 488839;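 active = highest replicate inhibition of at least 50% and at least 75% of replicates reaching 50%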;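 note: plate controls were DMSO neutral control for no effect and GW8510 at 10 µM for full effect; many of its hits are not listed in these tables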
# LANA DNA inh – blocks KSHV LANA C-terminal domain binding to DNA; MBP-C-LANA/FAM-LBS DNA binding, fluorescence polarization; inhibition, % at 9 µM; hit rate 0.078% among 340,000; AID 504423;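 active = highest replicate inhibition at or above 60% at 9 µM, even if other replicates fall short; inactive = all replicates below 60% inhibition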;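 note: 0% = neutral control wells and 100% = 4 µM acridine orange control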
# dFosB act – mouse delta FosB homodimer activation | P13346 | purified delta FosB, TAMRA-CDK5 oligo fluorescence polarization; percent of positive-control signal above neutral wells | activation, % at 25 µM | hit rate 0.99% among 340,000;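 active = mean activation above about 17%, with every replicate also reaching it, limit read from the data, passing the limit was not always enough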;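 note: fluorescence polarization rise as delta FosB binds a TAMRA Cdk5 AP-1 oligo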
# Target sequence (P13346 whole entry, looked up): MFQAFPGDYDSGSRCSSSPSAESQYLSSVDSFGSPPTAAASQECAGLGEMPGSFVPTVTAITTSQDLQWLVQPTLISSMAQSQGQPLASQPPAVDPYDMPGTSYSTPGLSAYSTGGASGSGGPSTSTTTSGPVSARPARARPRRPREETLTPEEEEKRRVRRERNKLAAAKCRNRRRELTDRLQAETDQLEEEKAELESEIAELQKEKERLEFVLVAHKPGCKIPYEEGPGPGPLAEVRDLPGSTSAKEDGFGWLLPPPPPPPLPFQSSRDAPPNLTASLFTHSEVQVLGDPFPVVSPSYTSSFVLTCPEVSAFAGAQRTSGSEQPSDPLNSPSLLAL
# Rtt109 Vps75 – C. albicans Rtt109 histone acetyltransferase inhibition. Q5AAJ8. AID 540336. purified Rtt109/Vps75, ThioGlo CoA-SH fluorescence, 4 h. inhibition, % at 34.9 µM. hit rate 0.16% among 330,000;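 active = inhibition of at least 50% in every replicate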
# PvdQ acylase – P. aeruginosa PvdQ acylase inhibition. purified PvdQ acylase, fluorescence plate reader. inhibition, % at 10 µM. hit rate 0.063% among 340,000; in the data active = inhibition above about 30%, passing the limit was not always enough;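 note: 0% = vehicle neutral wells and 100% = reference inhibitor wells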
# Mot1-301 SUMO – SUMOylation pathway inhibition by Mot1-301 growth rescue; hit rate 1% among 320,000; S. cerevisiae Mot1-301 growth rescue, ATP luminescence, 38.5C; percent above DMSO median, 100 means doubled; growth rescue, % at 18.8 µM; AID 2716;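 active = every valid replicate shows activation above 250% relative to neutral control wells; inactive = the rest, any valid replicate at or below 250%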;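 note: OY570 slx delta 5 strain wells were the positive control but not used for scaling; some compounds called inactive have numbers as strong as hits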
# RTF Ca sens inh – cardiac RTF calcium desensitization; inhibition, % at 7.15 µM; IANBD-labeled cardiac RTF, Ca2+ fluorescence; P19429+P45379; AID 493244; hit rate 0.12% among 340,000;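 active = inhibition above the mean inhibition of all tested compounds plus 3 SD, cut at about 17% in these data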;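 note: assay run at fixed EC70 calcium of 1.6 mM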
# Keap1 Nrf2 FP – inhibitors of human Keap1-Nrf2 protein-protein interaction; Keap1 Kelch-Nrf2 peptide fluorescence polarization, 1536-well; inhibition, % at 9.4 µM; hit rate 0.15% among 340,000; in the data active = inhibition above about 12%;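 note: human Keap1 Kelch domain with fluorescein labeled Nrf2 9mer peptide probe; 0% = neutral control wells and 100% = peptide positive control; higher means more block of Keap1 binding to Nrf2 peptide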
# NSD2 inh – inhibitors of human histone methyltransferase NSD2; O96028; NSD2 peptide methylation, AlphaScreen, 120 min; inhibition, % at 12.5 µM; hit rate 0.54% among 310,000; AID 743445; in the data active = inhibition above about 50%
# cardiac RTF act – increases calcium sensitivity of human cardiac regulated thin filaments | activation, % at 7.2 µM | hit rate 0.24% among 340,000 | AID 493008 | IANBD-labeled TnC RTF fluorescence at EC20 calcium; 0% EC20 calcium, 100% full calcium | P19429+P45379;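 active = activation above the mean over all tested compounds plus 3 SD, cut at about 30% in these data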;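 note: rise in fluorescence read as greater calcium sensitivity of cardiac thin filaments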
# PfHsp90 set2 – growth inhibition of yeast expressing Plasmodium Hsp90; hit rate 0.32% among 310,000; inhibition, % at 9.4 µM; S. cerevisiae expressing PfHsp90, BacTiter-Glo ATP, 48 h; yeast lacking PDR1 and PDR3 efflux regulators;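 active = every replicate shows inhibition above about 80%, whatever the replicate mean, limit read from the data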;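 note: 0% = DMSO neutral controls and 100% = 20 µM radicicol positive controls; yeast relying on Plasmodium falciparum Hsp90 in place of its own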
# Starred values were filed as active, the others as inactive; . = no result given; + = active, no number.
# Every second line gives: CDK5 inh | LANA DNA inh | dFosB act | Rtt109 Vps75 | PvdQ acylase | Mot1-301 SUMO | RTF Ca sens inh | Keap1 Nrf2 FP | NSD2 inh | cardiac RTF act | PfHsp90 set2
[1] CC1=C(C(=O)OCC2CCCO2)C(c2ccc(Cl)c(Cl)c2)NC(=O)N1 (centres undefined)
    1.4 | 1.6 | -4.6 | 21.3 | 10.5 | 3.1 | . | -0.1 | -0.5 | . | 6.3
[2] CCN(CC)CC(=O)c1c(N)n(Cc2ccccc2)c(=O)n(C)c1=O
    -0.9 | 0.1 | 1.9 | -7.8 | 7.4 | 10.4 | -11.8 | -6.2 | 3.5 | 6.5 | -9.9
[3] Cc1ccc(C(=O)NCCNc2ncc(C(F)(F)F)cc2Cl)cc1[N+](=O)[O-]
    1.9 | 1.1 | -15.7 | 20.5 | -2.0 | -2.7 | -0.3 | 2.2 | 48.9 | -3.2 | -3.6
[4] O=S(=O)(c1ccc(-c2nc3ccccc3s2)cc1)N1CCCC1
    1.1 | 0.2 | 8.8 | 0.5 | -7.9 | 13.2 | 2.3 | 0.6 | -1.2 | 2.2 | -12.0
[5] CC(=O)c1ccc(NC(=O)/C(Cl)=C/c2ccccc2)cc1
    2.3 | -1.1 | 7.9 | -2.4 | -4.2 | 8.5 | -10.6 | -2.2 | -4.7 | -3.0 | 18.7
[6] CCCC1=Nc2cc(C(=O)N3CCN(c4ccccn4)CC3)ccc2Sc2ccc(C)cc21
    2.2 | -1.7 | -9.3 | 10.9 | 3.3 | 2.8 | -1.6 | 0.7 | -0.4 | -3.3 | -18.8
[7] Cc1cc(C)c2c(N)c(-c3nc4ccccc4[nH]3)sc2n1
    1.6 | 1.8 | -2.6 | -59.4 | -15.2 | 372.8 | -8.1 | -0.8 | -10.0 | 0.3 | 2.9
[8] CN1/C(=C\C(=O)COC(=O)Cn2nnc(-c3ccccc3)n2)C(C)(C)c2ccccc21
    -1.1 | -0.3 | 52.1* | -3.5 | 0.0 | 267.8* | -16.6 | -4.5 | -32.7 | 3.9 | 7.1
[9] CC(C)c1ccc(Nc2nc(CC(=O)O)cs2)cc1
    1.0 | -0.8 | -9.4 | 10.9 | -20.5 | . | -0.5 | -6.9 | 1.2 | -0.7 | -24.2
[10] Cc1cccc(N2O[C@H]3C=CC2CCCC3)n1
    -0.8 | -0.5 | 5.2 | -1.2 | -14.7 | . | -5.8 | -2.6 | . | 0.5 | 10.5
[11] NC1=NC(=Nc2ccc(Cl)cc2)c2ccccc21
    0.3 | -0.9 | -3.3 | 3.7 | -9.1 | 63.6 | -9.3 | -4.5 | 3.2 | -0.9 | -10.9
[12] O=C(NCC1CCCO1)C12CN(Cc3ccccc3)CC1C(c1cccc([N+](=O)[O-])c1)=NO2 (centres undefined)
    -1.0 | 3.1 | -1.4 | 1.6 | -4.8 | 35.0 | -3.2 | 4.0 | . | -3.0 | -4.5
[13] Cc1nnsc1C(=O)N1CCC(CO)(Cc2ccccc2Cl)CC1
    1.0 | 0.3 | -4.1 | -4.5 | -5.0 | + | -1.9 | -2.0 | -4.5 | -1.3 | 7.3
[14] CCCCOC(=O)c1cccc(NC(=O)CCC(=O)O)c1
    -1.2 | -1.0 | 1.7 | 1.6 | -11.7 | -10.0 | -1.4 | 2.7 | -2.1 | -0.4 | .
[15] COC(=O)n1c(=O)oc2ccccc21
    -0.1 | -0.4 | 4.9 | -4.2 | -7.6 | -15.2 | -6.5 | -1.9 | 0.1 | -7.1 | -4.4
[16] C=C(Br)Cn1c(CC(C)C)nc2ccccc21
    2.6 | 0.4 | 2.6 | 16.6 | 5.5 | 383.5 | -0.5 | 4.2 | -0.9 | -0.9 | 0.5
[17] c1ccc(CCc2nn3c(Cn4nnc5ccccc54)nnc3s2)cc1
    -1.2 | 2.8 | -2.7 | -5.9 | -8.7 | -11.3 | -4.5 | 3.3 | 2.1 | 3.7 | .
[18] CCc1ccc(Nc2nnc(SCC(=O)c3c(N)n(C4CC4)c(=O)[nH]c3=O)s2)cc1
    -2.1 | -1.8 | -0.1 | -1.4 | -10.2 | -5.2 | -8.1 | 0.3 | -1.3 | 2.5 | 12.6
[19] O=C(COc1ccccc1[N+](=O)[O-])Nc1cc(C(=O)O)cc(C(=O)O)c1
    -0.6 | -1.2 | -5.8 | -6.7 | -18.0 | -9.4 | 9.1 | -5.2 | -4.8 | 1.8 | -14.6
[20] O=C(NN1C(=O)/C(=C/c2cccc(O)c2)SC1=S)c1ccccc1O
    . | -1.0 | -5.1 | 30.8 | 10.7 | -8.1 | 3.2 | 6.6 | 12.3 | -4.2 | -5.1
[21] CCn1c(/C=C2/C(=O)N(C)c3ccccc32)nc2ccccc2c1=O
    1.2 | 0.7 | -9.1 | 1.3 | -4.4 | -10.3 | 3.0 | -3.7 | . | 3.9 | .
[22] CS(=O)(=O)N(CC(=O)O)c1cc(Cl)cc(Cl)c1
    0.3 | -1.2 | 4.0 | -3.7 | -8.9 | . | -3.0 | -2.8 | -1.3 | 0.3 | -2.4
[23] COc1ccc(N2CCN(C(=O)C3CC(=O)N(c4ccc(C)cc4)C3)CC2)cc1 (centres undefined)
    -0.1 | 2.2 | 5.3 | -0.5 | -4.8 | 918.2 | . | 4.7 | 0.8 | . | 7.3

# Screening data (PubChem)
